Screening data from PubChem.
CHO-K1 Ca ag – counter-screen for M1 agonists: effect in parental CHO-K1 cells; activation, % at 3 µM; Fluo-8 calcium fluorescence; scaled to maximal ATP response, vehicle zero; actives 0.48% (n = 360,000); AID 602248; in the data active = activation above about 15%;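 note: untransfected CHO-K1 host cells lacking M1 receptor as counterscreen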
CHRM1 agonist – agonists of human M1 muscarinic receptor | AID 588814 | P11229 | activation, % at 3 µM | actives 0.33% (n = 360,000) | CHO-K1 hM1, Fluo-8 calcium fluorescence, agonist mode; 0% DMSO, 100% acetylcholine EC100;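 active = activation above the run's mean compound activation plus 3 SD, cut at about 16% in these data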;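 note: peak over basal fluorescence ratio within a 140 s kinetic read after compound addition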
Target sequence (P11229 whole entry, looked up): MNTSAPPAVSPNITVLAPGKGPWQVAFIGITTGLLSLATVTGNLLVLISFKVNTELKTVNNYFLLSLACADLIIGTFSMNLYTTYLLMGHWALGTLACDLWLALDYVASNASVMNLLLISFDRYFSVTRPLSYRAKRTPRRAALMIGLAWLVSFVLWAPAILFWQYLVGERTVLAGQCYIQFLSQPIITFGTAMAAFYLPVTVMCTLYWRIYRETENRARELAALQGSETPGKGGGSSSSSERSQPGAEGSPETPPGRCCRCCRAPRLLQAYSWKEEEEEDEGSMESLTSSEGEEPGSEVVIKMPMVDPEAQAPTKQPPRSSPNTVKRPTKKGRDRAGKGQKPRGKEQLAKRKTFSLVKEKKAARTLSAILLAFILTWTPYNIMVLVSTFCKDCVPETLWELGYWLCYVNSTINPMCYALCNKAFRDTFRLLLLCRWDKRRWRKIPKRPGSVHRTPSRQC
TAAR1 antag – antagonists of human TAAR1; inhibition, % at 3 µM; AID 624466; actives 1.5% (n = 360,000); CHO RD-HGA16 TAAR1, Fluo-8 calcium fluorescence, antagonist;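 active = inhibition above a per-plate cutoff, the mean inhibition of test compounds on that plate plus 3 SD, cut at about 49% in these data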;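 note: 0% = DMSO plus EC80 beta-PEA response and 100% = DMSO alone without agonist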
Target sequence (Q96RJ0 whole entry, looked up): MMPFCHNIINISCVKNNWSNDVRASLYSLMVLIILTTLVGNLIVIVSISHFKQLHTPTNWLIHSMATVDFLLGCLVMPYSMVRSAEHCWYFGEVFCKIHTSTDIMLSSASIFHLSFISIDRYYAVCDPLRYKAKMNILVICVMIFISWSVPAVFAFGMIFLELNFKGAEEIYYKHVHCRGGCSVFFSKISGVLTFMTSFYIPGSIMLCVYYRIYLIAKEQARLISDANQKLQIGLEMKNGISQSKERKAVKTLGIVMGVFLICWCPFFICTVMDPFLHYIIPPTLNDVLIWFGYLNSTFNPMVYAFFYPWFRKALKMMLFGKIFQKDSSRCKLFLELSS
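Test system – hTAAR1-expressing CHO RD-HGA16 cells, Gα16-coupled · Reagent – β-PEA at EC80 concentration, post-compound challenge · Compound dosing – 3 µM, single point · Timing – 140 s kinetic read after compound, 140 s after agonist · Detection – Fluo-8 intracellular calcium dye fluorescence, real-time kinetic reads · Control set – DMSO and EC80 PEA controls · Repeats – n of 1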
CHO-K1 Ca antag – counter-screen for M1 antagonists: effect in parental CHO-K1 cells. inhibition, % at 3 µM. ATP-induced calcium, Fluo-8 fluorescence. actives 0.6% (n = 360,000). AID 602250;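 active = inhibition above a per-plate cutoff, the plate's mean sample inhibition plus 3 SD, cut at about 24% in these data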;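 note: 0% = DMSO plus EC80 ATP and 100% = DMSO alone without ATP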
M1 PAM – positive allosteric modulators of human M1 muscarinic receptor | CHO-K1 hM1, Fluo-8 calcium fluorescence, ACh EC20; 0% = ACh EC20, 100% = maximal ACh | actives 0.088% (n = 360,000) | activation, % at 3 µM | P11229; in the data active = activation above about 19%, passing the limit was not always enough
TAAR1 agonist – human TAAR1 agonism. activation, % at 3 µM. actives 0.99% (n = 360,000). AID 624467. Q96RJ0. CHO RD-HGA16 TAAR1, Fluo-8 calcium fluorescence; vehicle wells 0%, saturating PEA agonist 100%;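 active = activation above the mean activation of all test compounds in the run plus 3 SD, cut at about 38% in these data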
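Repeats: no replicates (n 1) | Material: CHO-derived RD-HGA16 cells with stable Gα16 and human TAAR1 | Technique: Kinetic Fluo-8 calcium fluorescence | Schedule: 17-24 h seeding, 75 min 37 °C dye, 30 min RT | Evaluation: % activation from peak over basal fluorescence ratio, DMSO-to-PEA scaled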
CHO-K1 Ca PAM – counter-screen for M1 PAMs: effect in parental CHO-K1 cells. ATP EC20, Fluo-8 calcium fluorescence; 0% at ATP EC20, 100% at ATP max. activation, % at 3 µM. actives 0.02% (n = 360,000). AID 602247;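 active = activation above the run cutoff, the mean activation of all test compounds plus 3 SD, cut at about 40% in these data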;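 note: peak over basal fluorescence ratio in a 140 s read after ATP addition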
M1 antag – blocks human M1 muscarinic receptor; actives 1.3% (n = 360,000); P11229; CHO-K1 hM1, Fluo-8 calcium fluorescence, ACh EC80 antagonist; inhibition, % at 3 µM;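 active = percent inhibition above its own plate's cutoff, namely the mean of that plate's compound wells plus 3 SD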;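 note: peak over basal fluorescence ratio during 140 s after agonist addition; 0% = ACh EC80 plus DMSO and 100% = DMSO alone without agonist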
CHO parental Ca – counter-screen: ATP calcium response change in parental CHO cells | parental CHO-K1, ATP-induced calcium, Fluo-8 fluorescence | inhibition, % at 5.6 µM | actives 0.63% (n = 330,000) | AID 463079;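 active = inhibition above that plate's mean sample inhibition plus 3 SD, cut at about 26% in these data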;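 note: 0% = ATP-challenged DMSO wells and 100% = DMSO wells without ATP; some compounds past the cut are filed as inactive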
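test system = CHO parental line | reagent = ATP stimulus | measured by = intracellular calcium via Fluo-8 no-wash fluorescent dye | control set = ATP and no-ATP DMSO wells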
Starred values were filed as active, the others as inactive; / = no result given.

[1] CCOc1ccc(CN(C)C(=O)CCN2C(=O)c3ccccc3C2=O)cc1OC
[2] CC(C)(O)C#Cc1ccc(C(=O)N2CCN(c3ccccc3)CC2)cc1
[3] CN=c1scc(-c2ccc(Br)cc2)n1C
[4] CC1(C2CC2)NC(=O)N(CC(=O)N2CCN(c3ccccc3)CC2)C1=O (stereo not given)
[5] COc1cc(CN2CCC(n3nccc3NC(=O)CCCc3ccccc3)CC2)ccc1O

compound no.	1	2	3	4	5
CHO-K1 Ca ag	0.3	0.8	0.3	0.7	1.0
CHRM1 agonist	-3	-4	-5	0	-4
TAAR1 antag	-8	9	11	-9	-1
CHO-K1 Ca antag	-11	-8	-1	-19	-21
M1 PAM	4	13	-12	18	2
TAAR1 agonist	0	4	4	5	1
CHO-K1 Ca PAM	2	20	10	25	-2
M1 antag	-15	-4	-1	-12	2
CHO parental Ca	-13	9	-12	-6	-9

[6] CSC1=NC2C(N1)N(C)C(=O)N2C (stereo not given)
[7] S=C(c1ccc(-c2cc(Cl)ccc2Cl)o1)N1CCCCC1
[8] Cc1ccccc1CS(=O)(=O)c1nnc([C@H](CC(C)C)NC(=O)OC(C)(C)C)o1
[9] Cc1nn(CC(=O)NCCCN2CC(C)CC(C)C2)c(=O)c2cccn12 (stereo not given)
[10] O=C(c1cc2cc(Cl)ccc2[nH]1)N1CCN(Cc2ccc3c(c2)OCO3)CC1

compound no.	6	7	8	9	10
CHO-K1 Ca ag	0.1	0.0	1.4	1.0	7.3
CHRM1 agonist	-2	-4	-5	-10	1
TAAR1 antag	5	-33	17	-27	11
CHO-K1 Ca antag	-5	4	-2	-13	2
M1 PAM	7	1	-3	2	-5
TAAR1 agonist	7	3	3	3	0
CHO-K1 Ca PAM	9	6	14	19	7
M1 antag	-6	-8	5	-4	7
CHO parental Ca	-1	-29	43*	-4	-16

[11] CC(=O)Nc1ccc(OC(=O)c2ccc(Br)c([N+](=O)[O-])c2)cc1
[12] CCOc1ncccc1C(=O)N1CCN(C(c2ccccc2)c2ccccc2)CC1
[13] O=C(Nc1cccc(-c2nnc(-c3ccccc3)o2)c1)C1CC1
[14] CC(=O)Nc1ccc2c(c1)CCCN2C(=O)c1ccccc1
[15] CCc1ccc(NC(=O)CNC(=O)c2nn(-c3ccc(OC)cc3)c(=O)c3ccccc23)cc1

compound no.	11	12	13	14	15
CHO-K1 Ca ag	2.9	1.7	4.7	-0.3	4.3
CHRM1 agonist	-2	-14	-4	-4	-2
TAAR1 antag	5	14	11	9	39
CHO-K1 Ca antag	12	-8	-8	-19	-10
M1 PAM	3	-1	-2	2	-4
TAAR1 agonist	5	2	9	0	4
CHO-K1 Ca PAM	-2	19	11	18	8
M1 antag	4	-7	-4	0	8
CHO parental Ca	8	-28	-2	1	-6

[16] O=C(Cn1cc(S(=O)(=O)Cc2ccc([N+](=O)[O-])cc2)c2ccccc21)N1CCOCC1
[17] CC(C)c1ccccc1OCC(=O)NN1C(=O)c2ccccc2C1=O
[18] Cc1ccc(SCC(=O)OC(C)C(=O)Nc2ccc(S(N)(=O)=O)cc2)cc1C (stereo not given)
[19] COc1ccc(OCCCC(=O)ON=C(N)c2ccccc2Cl)cc1
[20] O=[N+]([O-])c1ccccc1/C=N/Nc1nccnc1Cl

compound no.	16	17	18	19	20
CHO-K1 Ca ag	1.2	1.4	4.7	-0.1	-0.4
CHRM1 agonist	-2	-10	2	-2	-6
TAAR1 antag	0	4	19	10	-3
CHO-K1 Ca antag	-9	-9	1	-13	-14
M1 PAM	8	11	-2	3	5
TAAR1 agonist	0	10	7	12	16
CHO-K1 Ca PAM	15	15	-19	9	25
M1 antag	-12	-8	0	-7	-9
CHO parental Ca	-4	-13	-7	-11	-11

[21] Cc1ccc(S(=O)(=O)N2CCN(C(=O)CCNC(=O)c3ccccc3Cl)CC2)cc1
[22] COCc1nnc(SCC(=O)NCc2ccccc2)n1-c1ccccc1
[23] COc1cc(/C=N\Nc2nc(-c3ccc(C)cc3)c(NC(C)=O)s2)ccc1O
[24] Cc1ccccc1-c1cc(=O)c2ccccc2o1
[25] Clc1ccccc1-c1ccc2ncnc(NCc3cccs3)c2c1
[26] O=C(c1ccccc1O)N1N=C(C(F)(F)F)CC1(O)c1ccc([N+](=O)[O-])cc1 (stereo not given)
[27] C=CCOc1ccccc1CNCCc1ccc(S(N)(=O)=O)cc1

compound no.	21	22	23	24	25	26	27
CHO-K1 Ca ag	1.0	0.2	0.5	-0.9	-1.0	4.5	-0.2
CHRM1 agonist	-2	-3	-1	-7	-5	-4	-13
TAAR1 antag	-46	-1	4	2	29	-4	8
CHO-K1 Ca antag	-11	-17	-4	5	-18	4	20
M1 PAM	12	12	18	-1	4	0	-15
TAAR1 agonist	2	-1	10	5	10	2	4
CHO-K1 Ca PAM	8	14	13	-21	-18	3	-12
M1 antag	-15	-13	-23	-4	4	-2	18
CHO parental Ca	/	-4	-21	-1	-17	-6	-6

From compound 15 as far as 27, copied from above:
[15] CCc1ccc(NC(=O)CNC(=O)c2nn(-c3ccc(OC)cc3)c(=O)c3ccccc23)cc1
[16] O=C(Cn1cc(S(=O)(=O)Cc2ccc([N+](=O)[O-])cc2)c2ccccc21)N1CCOCC1
[17] CC(C)c1ccccc1OCC(=O)NN1C(=O)c2ccccc2C1=O
[18] Cc1ccc(SCC(=O)OC(C)C(=O)Nc2ccc(S(N)(=O)=O)cc2)cc1C (stereo not given)
[19] COc1ccc(OCCCC(=O)ON=C(N)c2ccccc2Cl)cc1
[20] O=[N+]([O-])c1ccccc1/C=N/Nc1nccnc1Cl
[21] Cc1ccc(S(=O)(=O)N2CCN(C(=O)CCNC(=O)c3ccccc3Cl)CC2)cc1

compound no.	15	16	17	18	19	20	21
CHO-K1 Ca ag	4.3	1.2	1.4	4.7	-0.1	-0.4	1.0
CHRM1 agonist	-2	-2	-10	2	-2	-6	-2
TAAR1 antag	39	0	4	19	10	-3	-46
CHO-K1 Ca antag	-10	-9	-9	1	-13	-14	-11
M1 PAM	-4	8	11	-2	3	5	12
TAAR1 agonist	4	0	10	7	12	16	2
CHO-K1 Ca PAM	8	15	15	-19	9	25	8
M1 antag	8	-12	-8	0	-7	-9	-15
CHO parental Ca	-6	-4	-13	-7	-11	-11	/

[22] COCc1nnc(SCC(=O)NCc2ccccc2)n1-c1ccccc1
[23] COc1cc(/C=N\Nc2nc(-c3ccc(C)cc3)c(NC(C)=O)s2)ccc1O
[24] Cc1ccccc1-c1cc(=O)c2ccccc2o1
[25] Clc1ccccc1-c1ccc2ncnc(NCc3cccs3)c2c1
[26] O=C(c1ccccc1O)N1N=C(C(F)(F)F)CC1(O)c1ccc([N+](=O)[O-])cc1 (stereo not given)
[27] C=CCOc1ccccc1CNCCc1ccc(S(N)(=O)=O)cc1

compound no.	22	23	24	25	26	27
CHO-K1 Ca ag	0.2	0.5	-0.9	-1.0	4.5	-0.2
CHRM1 agonist	-3	-1	-7	-5	-4	-13
TAAR1 antag	-1	4	2	29	-4	8
CHO-K1 Ca antag	-17	-4	5	-18	4	20
M1 PAM	12	18	-1	4	0	-15
TAAR1 agonist	-1	10	5	10	2	4
CHO-K1 Ca PAM	14	13	-21	-18	3	-12
M1 antag	-13	-23	-4	4	-2	18
CHO parental Ca	-4	-21	-1	-17	-6	-6

This is a random part of the collection; about 4.4% have a hit in one of these screens.
